Cdc42 wt GTP: modulators of GTP binding to wildtype Cdc42, primary screen, biochemical, multiplex bead flow cytometry, Bodipy-GTP | 190,000 compounds, 0.2% hits | AID 761, 2007 | GST-Cdc42 beads; actives lie on both sides | percent activity (GTP binding), % at 10 µM;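 active means percent activity GTP binding at least 20 points away from the 100% baseline, either down as inhibitor or up as activator; inconclusive means compound flagged as likely green fluorescent from well-wide comparison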;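 further: median bead fluorescence of bound Bodipy-FL-GTP at 100 nM; 0% = excess unlabeled GTP control and 100% = no compound control; below 100% means less GTP binding so inhibitor and above means activator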
Target sequence (P60953 whole entry, looked up): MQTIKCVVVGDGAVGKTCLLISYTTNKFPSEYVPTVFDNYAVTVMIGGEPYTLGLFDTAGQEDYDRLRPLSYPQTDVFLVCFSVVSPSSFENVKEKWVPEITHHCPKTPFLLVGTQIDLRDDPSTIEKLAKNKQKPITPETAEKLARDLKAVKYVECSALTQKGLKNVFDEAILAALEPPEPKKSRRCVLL
ABCG2 inh: ABCG2 efflux pump inhibitors, primary screen, multiplex with ABCB1, IgMXP3 cells, flow cytometry. 190,000 compounds, 0.1% hits. JC-1 efflux. inhibition, % at 6.6 µM;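 active means inhibition above 80%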;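 further: 0% = DMSO and 100% = nicardipine control wells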
Target sequence (Q9UNQ0 whole entry, looked up): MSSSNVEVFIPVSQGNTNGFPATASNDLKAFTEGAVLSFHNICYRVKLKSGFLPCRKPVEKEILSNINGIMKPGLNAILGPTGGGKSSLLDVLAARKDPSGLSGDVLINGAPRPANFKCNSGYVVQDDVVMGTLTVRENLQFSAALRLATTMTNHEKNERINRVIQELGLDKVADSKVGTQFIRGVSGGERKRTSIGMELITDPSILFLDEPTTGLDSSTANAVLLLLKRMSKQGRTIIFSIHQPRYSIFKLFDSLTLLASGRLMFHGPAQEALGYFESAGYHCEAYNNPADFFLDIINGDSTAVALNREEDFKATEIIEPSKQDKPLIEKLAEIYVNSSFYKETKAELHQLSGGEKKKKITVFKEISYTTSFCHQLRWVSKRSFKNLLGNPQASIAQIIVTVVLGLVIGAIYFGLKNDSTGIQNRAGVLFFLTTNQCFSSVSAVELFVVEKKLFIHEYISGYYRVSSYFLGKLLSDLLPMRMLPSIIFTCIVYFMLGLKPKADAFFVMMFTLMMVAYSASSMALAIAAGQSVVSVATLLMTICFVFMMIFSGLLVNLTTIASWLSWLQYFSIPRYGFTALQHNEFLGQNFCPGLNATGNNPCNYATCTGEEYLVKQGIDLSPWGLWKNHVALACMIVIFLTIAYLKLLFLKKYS
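Test system: IgMXP3 (ABCG2) plus far-red-tagged CCRF-Adr (ABCB1) cells. Reagent: JC-1 dye as substrate. Timing: 10 min exposure at 25 °C with rotation, no wash. Measured by: flow cytometric JC-1 green MFI at 530 nm. Read-out: percent efflux inhibition, scaled nicardipine 100% to DMSO 0%. Control set: nicardipine and DMSO wells.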
ABCB1 block: ABCB1 efflux pump inhibitors, primary screen, cell-based, multiplex, flow cytometry, ABCG2 counter-screen; ATP-dependent translocase ABCB1 (Homo sapiens), P08183; CCRF-Adr cells, JC-1 efflux; inhibition, % at 6.6 µM; 190,000 compounds, 0.067% hits; AID 1326, 2008; in the data active means inhibition above about 40%;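 further: 0% = vehicle and 100% = reference inhibitor; higher value means more JC-1 retained so stronger ABCB1 efflux block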
HRas wt GTP: modulators of GTP binding to HRas wildtype, primary screen, biochemical, bead-based flow cytometry, multiplex | GTPase HRas (Homo sapiens), P01112 | GST-Ras wt beads, Bodipy-FL-GTP binding; actives lie on both sides | GTP binding activity, % at 10 µM | 190,000 compounds, 0.14% hits | AID 759, 2007;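 active means GTP binding activity at least 20% away from the 100% baseline, either lowered as inhibitor or raised as activator; inconclusive means flagged as likely green fluorescent, judged across all proteins in the well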;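 further: 0% = unlabeled GTP competition control and 100% = no-compound control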
Target sequence (P01112 whole entry, looked up): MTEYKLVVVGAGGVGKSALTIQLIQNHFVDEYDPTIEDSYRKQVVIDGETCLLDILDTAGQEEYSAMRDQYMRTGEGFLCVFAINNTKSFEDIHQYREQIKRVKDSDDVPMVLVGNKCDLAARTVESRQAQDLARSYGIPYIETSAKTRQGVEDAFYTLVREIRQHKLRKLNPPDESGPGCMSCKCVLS
Avidin fluor: green autofluorescence of compounds with avidin beads – biophysical, 488/530 nm, flow cytometry, artefact control, profiling panel; compound fluorescence 488/530 nm; stronger effect = higher value; fluorescence (KMESF) at 10 µM; 220,000 compounds, 0.38% hits; in the data active means fluorescence above about 47; further: inactives centre near 10
Rab7 wt GTP bind: modulators of GTP binding to Rab7, primary screen, biochemical, wildtype, multiplex bead flow cytometry | Rab7 GTPase wild type (dog), Bodipy-FL-GTP binding | AID 758, 2007 | GST-Rab7 beads, fluorescent GTP binding; actives lie on both sides; untreated = 100%, excess cold GTP = 0% | GTP binding activity (percent of control), % at 10 µM | 190,000 compounds, 0.055% hits;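 active means fluorescent GTP binding to Rab7 beads changed by at least 20 points from the 100% baseline, either direction, mostly lower; inconclusive means compound itself probably fluorescent, or too few beads counted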;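 further: median green fluorescence of bound Bodipy-FL-GTP per Rab7 bead population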
Rab2A wt mod: modulators of GTP binding to Rab2A wildtype, primary screen, biochemical, dog, bead-based flow cytometry, multiplex. Ras-related protein Rab-2A (Canis lupus familiaris), P61105. GST-Rab2 wt beads, Bodipy-GTP binding. GTP binding activity, % at 10 µM. 190,000 compounds, 0.19% hits. AID 760, 2007;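 active means GTP binding activity at least 20 points away from 100%, either lowered or raised; inconclusive means signal likely due to the compound's own green fluorescence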;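 further: 0% = beads with excess unlabeled GTP and 100% = no-compound control corrected for plate trend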
Mcl1 Noxa PPI: Mcl-1/Noxa binding inhibitors, primary screen, biochemical, TR-FRET, 1536-well; Induced myeloid leukemia cell differentiation protein Mcl-1 (Homo sapiens), Q07820; TR-FRET Mcl-1/Noxa peptide binding, 2 h; inhibition, % at 21.7 µM; 220,000 compounds, 1.5% hits; AID 1022, 2008;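 active means compounds that cut the protein-peptide binding signal by more than 50% relative to plate controls in a single-dose test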;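 further: His-tagged Mcl-1 with rhodamine Noxa BH3 peptide and terbium anti-His antibody; 0% = Mcl-1 plus Noxa peptide wells and 100% = peptide-only wells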
Pf gamet viab: late stage P. falciparum gametocyte viability inhibitors, primary screen, ATP luminescence, HTS; P. falciparum stage V gametocytes, 24 h; inhibition, % at 10.9 µM; 150,000 compounds, 0.065% hits;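 active means inhibition above the mean plus 3 SD of compounds within the control limits, set per campaign, cut at about 38% in these data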;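 further: 0% = DMSO wells and 100% = medium only without gametocytes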
Rac1 act GTP bind: GTP binding modulators of activated mutant Rac1, primary screen, biochemical, bead-based flow cytometry, multiplex, fluorescent GTP; 190,000 compounds, 0.11% hits; percent activity (GTP binding), % at 10 µM; GST-Rac1 activated beads; actives lie on both sides; 100% means binding = to untreated wells; Ras-related C3 botulinum toxin substrate 1 (Homo sapiens), P63000;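 active means GTP binding at least 20 percentage points away from the 100% baseline, in either direction, so actives lie on both sides; inconclusive means Compound likely fluorescent itself, or too few beads counted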
Rac1 wt GTP bind: wildtype Rac1 GTP binding modulators, primary screen, biochemical, GST-Rac1 beads, flow cytometry, multiplex | fluorescent GTP binding; actives lie on both sides; 0 = cold GTP competed, 100 = untreated | 190,000 compounds, 0.27% hits | GTP binding activity (% of control), % at 10 µM | AID 757, 2007;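 active means GTP binding activity at least 20 points away from the 100% control level, either lower or higher; inconclusive means compound flagged as likely green fluorescent, judged across all proteins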
Numbers without * were called inactive; ? = inconclusive; . = no result given.

SMILES	Cdc42 wt GTP	ABCG2 inh	ABCB1 block	HRas wt GTP	Avidin fluor	Rab7 wt GTP bind	Rab2A wt mod	Mcl1 Noxa PPI	Pf gamet viab	Rac1 act GTP bind	Rac1 wt GTP bind
O=[N+]([O-])c1ccccc1CN1CCN(Cc2ccccn2)CC1	?	-1	0.0	?	8	?	?	34	-25	?	?
CCOc1ccccc1CNC(=O)c1cn(C)c(=O)c2c1c1ccccc1n2C	92	5	2.4	94	9	95	93	15	16	97	91
COC(=O)c1ccc(SCc2cnc(Cl)s2)cc1	94	68	3.4	95	18	93	95	2	0	95	94
O=C(O)CC(NCc1ccco1)C(=O)OCC1CCCO1 (centres undefined)	100	0	0.0	100	23	97	97	22	.	97	99
COc1ccc(C(NC(N)=O)c2ccccc2)cc1 (centres undefined)	99	0	-0.1	100	13	92	101	-11	.	98	99
COc1ccc(-n2cnnc2SC(C)c2nc3sc(C)c(C)c3c(=O)[nH]2)cc1 (centres undefined)	103	0	0.2	99	5	96	100	13	7	100	105
COc1ccc(-n2c(=O)c3ccccc3n(Cc3cccc(C)c3)c2=O)cc1OC	98	1	0.9	99	9	103	101	15	26	98	98
O=C(Nc1cccnc1)c1c(F)cccc1F	107	0	0.0	103	4	104	104	-10	.	100	107
Cc1ccc(NC(=O)CSCc2nc3c(nnn3Cc3ccc(F)cc3)c(=O)[nH]2)c(C)c1	88	1	0.5	88	17	87	86	14	-6	84	91
Cc1ccc(C(=O)Nc2cccc([N+](=O)[O-])c2)cc1S(=O)(=O)Nc1ccc(C(=O)O)cc1	?	-4	-1.0	?	10	?	?	18	.	?	?
CCn1cnc2cc(NCc3ccc(N(C)C)cc3)ccc21	99	3	0.1	101	5	106	103	23	17	100	102
O=C(Cc1ccccc1Cl)Nc1cccc(S(=O)(=O)N2CCOCC2)c1	98	-1	-0.1	99	12	97	99	-15	-12	98	100
O=C(COc1ccccc1Cl)Nc1ccc(C(=O)c2ccc(C(=O)O)cc2)cc1	98	4	-0.5	100	11	109	98	12	0	92	101
Cc1c(C(c2ccccc2O)c2c(C)n(C)n(-c3ccccc3)c2=O)c(=O)n(-c2ccccc2)n1C	?	1	0.2	?	12	?	?	-8	-24	?	?
Cc1ccc(-c2nnc(SCc3ccccc3F)o2)cc1	97	6	-0.7	101	9	99	100	1	.	99	108
Cc1cc(OCC(=O)NCc2cccnc2)ccc1[N+](=O)[O-]	94	-2	-0.1	94	10	98	93	2	7	94	95
CNc1ncc(C(=O)c2ccccc2)s1	101	2	0.2	102	4	99	99	-3	3	99	101
CC1CCCCN1C(=O)COc1ccc(F)cc1 (centres undefined)	98	16	1.2	98	12	97	98	23	.	91	99
CCn1cc(CN2CCN(Cc3ccc(C)o3)C(CCO)C2)c2ccccc21 (centres undefined)	97	0	0.5	101	16	104	101	8	-14	96	103
CC(C)(C)NC(=O)NC(=O)COC(=O)Cn1cnc2ccccc2c1=O	97	3	0.8	98	12	105	97	10	22	96	103
COC(=O)c1nnn(-c2nonc2N)c1CSc1nnc(C)s1	99	0	-0.3	98	12	105	102	-1	-5	97	100
COc1ccc(NC(=O)C(CCCCNC(=O)OC(C)(C)C)NC(=O)OCc2ccccc2)cc1 (centres undefined)	97	6	1.1	99	15	101	101	29	.	97	102
S=C(Nc1ccc(Cl)cc1)N1CCCCC1	99	4	0.6	100	2	98	100	13	.	101	102
COc1cccc(Oc2nnnn2-c2ccccc2)c1	99	24	-0.2	99	7	98	99	-12	19	99	104
O=[N+]([O-])c1ccc(Nc2cccc(F)c2)nc1	96	3	0.2	99	8	104	98	3	9	96	100
CCn1nccc1C(=O)Nc1cc(Cl)cc(Cl)c1	103	4	0.0	102	8	97	102	1	2	100	103
CCc1nnc(NC(=O)CSc2nnc(COc3ccccc3)n2-c2ccc(C)cc2)s1	99	30	1.6	99	11	104	99	17	-3	97	102
O=C(NN=C1CCCCCC1)c1cc(-c2ccccc2)nc2ccccc12	100	0	0.1	99	31	97	98	-1	-15	97	101
NNC(=O)/C(=C/c1cccs1)NC(=O)c1ccccc1Cl	99	0	-0.1	97	12	97	99	3	.	98	103
Cc1nc(N2CCN(C(=O)CCC(=O)O)CC2)c2c(C)c(C)sc2n1	103	9	0.1	101	31	100	100	3	18	99	103
CCN(CC)N=Nc1ccc(S(=O)(=O)N2CCSC2C(=O)O)cc1 (centres undefined)	95	14	0.1	97	11	101	95	14	-8	92	96
O=C(Nc1ccnc(-c2cccnc2)n1)c1cccc(Cl)c1Cl	99	3	0.3	99	4	99	98	4	-3	98	101
CCCCc1nc2sc3c(=O)n(N)cnc3c2c2c1CCC2	96	12	1.1	95	8	98	97	13	-1	94	93
O=C(CC(=O)N/N=C/c1cccs1)NCc1ccccc1	95	8	0.2	99	8	110	101	6	9	93	100
CC(COc1ccccc1)N(CCCl)Cc1ccccc1 (centres undefined)	102	4	0.5	101	8	98	98	34	.	99	103
O=[N+]([O-])c1ccc(CN2CCN(c3ccc4ccccc4n3)CC2)cc1	96	1	0.0	98	12	103	97	3	5	96	98
CC(C)CNC(=O)COC(=O)c1cncc(Br)c1	100	11	0.1	104	14	100	101	-6	3	97	104
Cc1ccc(S(=O)(=O)N2CCN(C(=O)CSc3ncc(C(F)(F)F)cc3Cl)CC2)cc1	103	15	2.7	102	14	103	103	-8	.	99	107
CC(=O)c1nn(-c2ccccc2)cc1C(=O)c1cccc(Br)c1	98	3	0.1	98	1	97	98	21	10	97	102
COc1ccc(OCC(O)CNC(=O)/C=C/c2cccc([N+](=O)[O-])c2)cc1 (centres undefined)	95	4	0.3	94	9	99	92	0	-13	93	97
O=C1c2ccccc2C(O)(Cc2ccccc2)N1C1CCCCC1 (centres undefined)	98	10	0.4	101	7	101	98	1	-16	94	106
O=C(/C=C\Nc1ccc(Br)cc1)c1cccnc1	100	1	0.5	97	1	97	98	4	.	95	99
COc1ccc(N(CC(=O)N2CCN(C)CC2)S(C)(=O)=O)cc1OC	93	1	0.5	95	14	91	94	-4	-1	95	96
O=C(NCc1ccco1)c1ccc(Cn2c(=S)[nH]c3ccccc3c2=O)cc1	96	0	-0.5	97	6	108	98	-46	19	94	99
CC(=O)c1ccc(NC(=S)NN2C(C)CCCC2C)cc1 (centres undefined)	93	4	0.7	97	13	105	96	9	.	94	99

Results in Avidin fluor and Rab7 wt GTP bind, for some of the entries so far:
| compound | Avidin fluor | Rab7 wt GTP bind |
| --- | --- | --- |
| O=[N+]([O-])c1ccc(CN2CCN(c3ccc4ccccc4n3)CC2)cc1 | 12 | 103 |
| CC(C)CNC(=O)COC(=O)c1cncc(Br)c1 | 14 | 100 |
| Cc1ccc(S(=O)(=O)N2CCN(C(=O)CSc3ncc(C(F)(F)F)cc3Cl)CC2)cc1 | 14 | 103 |

Further structures.
SMILES	Cdc42 wt GTP	ABCG2 inh	ABCB1 block	HRas wt GTP	Avidin fluor	Rab7 wt GTP bind	Rab2A wt mod	Mcl1 Noxa PPI	Pf gamet viab	Rac1 act GTP bind	Rac1 wt GTP bind
CCN(CC)CCOc1ccc(/C(=C(/Cl)c2ccccc2)c2ccccc2)cc1	98	-1	1.0	99	10	94	99	10	.	98	100
COc1ccccc1Oc1ccc(S(=O)(=O)Nc2cccnc2)cc1	102	0	0.0	99	7	98	98	-12	.	96	101
COCCNC(=O)CCCCCN1C(=O)CCC1=O	100	0	-0.1	99	5	97	99	6	-8	99	101
Cc1ccc2cc(CCNC(=O)c3cccs3)c(=O)[nH]c2c1C	100	10	1.0	101	7	101	101	10	.	97	102
COc1cccc(/C=N/NC(=O)c2c(-c3ccccc3)noc2C)c1O	102	2	0.0	100	19	98	95	-32	-14	99	107
Cc1cccc(C2CC(c3ccc(F)cc3)Nc3nc(N)nn32)c1 (centres undefined)	99	1	0.0	102	7	101	101	9	.	99	105
CCc1c(C)nc(SCC(=O)N2CCc3ccccc32)[nH]c1=O	98	13	-0.1	100	27	95	101	-4	.	97	103
Cc1cc(C(=O)N/N=C/c2c(C)n(C)c3ccccc23)n[nH]1	102	-4	-0.4	102	3	100	99	-1	-5	102	103
CCN(CC)CCNc1ncnc2c1sc1nc(N3CCOCC3)c3c(c12)CC(C)(C)SC3	96	8	2.6	97	36	97	93	25	-5	93	95
S=C(NCc1ccco1)N1CCN(C(c2ccccc2)c2ccccc2)CC1	102	27	-0.3	100	12	98	99	-14	3	99	107
Cc1c(C(=O)N2CCOCC2)sc2ncnc(N3CCc4ccccc4C3)c12	98	46	2.2	99	27	97	98	-7	-20	97	101
O=C(NCCCn1ccnc1)c1cc(-c2ccc3c(c2)OCO3)on1	99	7	0.2	94	13	95	95	9	.	92	96
Cc1cccc(N2CCN(C(=O)c3ccc4c(c3)OCCO4)CC2C)c1 (centres undefined)	97	1	-0.1	98	32	102	96	12	-1	97	95
Nc1nc(-c2ccc(Cl)cc2Cl)cn1N	97	2	0.6	98	9	99	99	13	-6	97	97
CCN1CCN(C(=O)c2cc(-c3cccnc3)nc3ccc(Br)cc23)CC1	103	1	0.8	103	14	101	102	-11	4	102	101
Cn1c(N)c(C(=O)COc2ccc(C#N)cc2)c(=O)n(C)c1=O	90	21	-0.2	95	13	93	94	-9	.	96	101
COC(=O)c1ccc(S(=O)(=O)NNC(=O)c2ccc(S(=O)(=O)N3CCCCC3)cc2)cc1	99	-2	0.1	100	6	104	99	7	15	103	103
